Source: PubChem
WRN inhibitor = WRN helicase (human) inhibition; Potency, µM (series often up to 114 µM), for the others: top-dose activity change, negative = inhibition, usual class: inhibitors; 360,000 compounds, 0.46% hits; AID 651768; Q14191; WRN helicase unwinding, fluorescent forked duplex, kinetic; further: potency means the concentration at half of the fitted maximal effect; on the % scale 0 is the no-effect control and ±100 the full control effect; nearly all actives have a fitted effect of over 55% in size
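Enzyme (20 nM final) and test compound sit together 15 min at room temperature before substrate addition. Substrate is a single-forked duplex oligonucleotide (100 nM) labelled with fluorophore and quencher, with 2 mM ATP; helicase unwinding raises red fluorescence, read kinetically.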
EPAC1 antag = blocks human EPAC1 exchange factor; O95398; EPAC1 GEF assay, Rap1b-BODIPY-GDP exchange fluorescence; Potency, µM (highest dose often 115 µM), for inactives: top-dose activity change, negative = inhibition, most hits filed as inhibitors; 360,000 compounds, 0.14% hits;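 further: potency means the concentration at half of the fitted maximal effect; plate controls were vehicle for no effect and positive control for full effect; nearly all actives have a fitted effect of over 50% in size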
CCT chaperon mod = changes cytosolic chaperonin activity. purified chaperonin ATPase assay, HTRF ADP detection, 30 min. 360,000 compounds, 0.3% hits. activity change, % (test concentration not listed), hits read low; in the data active means activity change below about -30%; further: on the % scale 0 is the no-effect control and ±100 the full control effect
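First, chaperonin was dispensed at 40 nM or 20 nM final depending on batch activity. Next, compounds were pinned at 76 uM and ATP added at 10 uM. After 30 min at 37 °C, ADP detection reagents ran 30 min at ambient temperature.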
EPAC2 antagonist = antagonists of human EPAC2. EPAC2 GEF exchange of Rap1B-BODIPY-GDP, fluorescence. Potency, µM (doses to about 114 µM), for inactives: at the highest dose activity, negative = inhibition, hits mostly inhibitors. 360,000 compounds, 0.18% hits. AID 720708; further: potency means the concentration at half of the fitted maximal effect; on the % scale 0 is the no-effect control and ±100 the full control effect; nearly all actives have a fitted effect of over 45% in size; many of its hits are not listed in these tables
MmCpn inh = inhibitors of Methanococcus maripaludis chaperonin (MmCpn). purified Mm-Cpn ATPase, ADP Transcreener TR-FRET. Potency, µM (highest dose often 76.9 µM), without a hit: top-dose activity, negative = inhibition, actives largely listed as inhibitors. 330,000 compounds, 0.031% hits. AID 504842; further: potency means the concentration at half of the fitted maximal effect; on the % scale 0 is the no-effect control and ±100 the full control effect; nearly all actives have a fitted effect of over 80% in size
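Purified archaeal chaperonin (25 nM final) was preincubated with compound for 10 min at 37°C, then ATP (10 uM final) was added for 30 min at 37°C in Tris pH 7.4/KCl/MgCl2/DTT buffer. ADP was quantified by HTRF Transcreener TR-FRET.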
PI5P4K alpha inh = blocks human PI5P4K alpha kinase activity. AID 652105. PI5P4Kalpha enzyme, ADP-Glo luminescence, 60 min; active compounds read low. 330,000 compounds, 1.2% hits. max response, %; active means max response of -50% or lower; inconclusive means between -30% and -50%; inactive means -30% or higher; further: value at the top dose of about 77 µM; on the % scale 0 is the no-effect control and ±100 the full control effect
Target sequence (P48426 whole entry, looked up): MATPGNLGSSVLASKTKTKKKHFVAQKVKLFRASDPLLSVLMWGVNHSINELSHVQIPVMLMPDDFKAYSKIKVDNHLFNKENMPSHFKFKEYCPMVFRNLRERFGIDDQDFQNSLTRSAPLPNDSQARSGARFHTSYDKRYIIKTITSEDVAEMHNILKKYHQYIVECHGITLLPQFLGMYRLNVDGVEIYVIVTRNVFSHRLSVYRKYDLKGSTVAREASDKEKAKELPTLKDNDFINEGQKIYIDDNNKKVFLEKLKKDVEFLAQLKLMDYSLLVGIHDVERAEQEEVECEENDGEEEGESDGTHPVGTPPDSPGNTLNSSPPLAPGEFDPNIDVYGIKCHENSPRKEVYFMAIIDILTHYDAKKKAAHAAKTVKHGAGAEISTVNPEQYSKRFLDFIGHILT
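Human PI5P4Kalpha with substrate in 0.038 M HEPES pH 7.4, 0.28 mM EGTA, 0.1% CHAPS, 5% DMSO; reaction started with 5 microM ATP (final), 60 min at room temperature. ADP formed read by ADP-Glo luminescence.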
PLK1 PBD block = PLK1 (human) polo-box domain binding inhibition; Potency, µM, inactives show max response, negative = inhibition, most hits filed as inhibitors; 360,000 compounds, 2.8% hits; P53350; Plk1 PBD binding of FITC phosphopeptide, fluorescence polarization; further: potency means the concentration at half of the fitted maximal effect; series mostly up to about 57 µM; on the % scale 0 is the no-effect control and ±100 the full control effect; nearly all actives have a fitted effect of over 65% in size
Target sequence (P53350 whole entry, looked up, the tested form may be a part): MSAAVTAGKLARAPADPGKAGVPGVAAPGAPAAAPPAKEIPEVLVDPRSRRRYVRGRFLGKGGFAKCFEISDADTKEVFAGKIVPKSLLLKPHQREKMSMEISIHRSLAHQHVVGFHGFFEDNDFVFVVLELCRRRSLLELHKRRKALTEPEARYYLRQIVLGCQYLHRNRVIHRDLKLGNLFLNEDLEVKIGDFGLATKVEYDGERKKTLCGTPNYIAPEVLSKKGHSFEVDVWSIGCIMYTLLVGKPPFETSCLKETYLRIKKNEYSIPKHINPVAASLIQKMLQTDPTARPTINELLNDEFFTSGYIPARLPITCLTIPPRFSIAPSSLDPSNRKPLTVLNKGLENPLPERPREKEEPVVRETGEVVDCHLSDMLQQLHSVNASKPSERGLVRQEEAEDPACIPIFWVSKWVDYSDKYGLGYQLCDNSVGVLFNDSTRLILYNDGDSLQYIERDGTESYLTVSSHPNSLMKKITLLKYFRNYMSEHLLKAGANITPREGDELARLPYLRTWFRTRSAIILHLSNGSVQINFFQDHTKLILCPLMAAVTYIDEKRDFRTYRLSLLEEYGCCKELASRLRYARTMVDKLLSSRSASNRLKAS
EPAC1 agonist = EPAC1 (human) agonism. O95398. EPAC1 agonist qHTS, biochemical assay; response scale: 100% = response to 6.5 mM cAMP. Potency, µM (titrated, usually from 154 µM), for the others: at the top dose activation, hits mostly activators. 360,000 compounds, 0.073% hits. AID 720707; further: potency means the concentration at half of the fitted maximal effect; nearly all actives have a fitted effect of over 60% in size
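EPAC1 100 nM, Rap1B–BODIPY-GDP 250 nM, unlabeled GDP 50 uM; compound titration; 5 min RT; kinetic read ex480/em540 at 5-min intervals ×30 min; data normalized to 6.5 mM cAMP agonist control.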
* marks the source's active call; other numbers are inactive results; ? = inconclusive; / = not tested or not shown; [ ] = another dose, or the depositor's remark. Unless noted, the call rests on the fitted dose curve; in most records, active means well fitted curve in the direction sought with a large enough effect; inconclusive means small, poorly fitted or top-dose-only effect, or another doubt; inactive means no such curve, though single readings can be large; an effect the other way counts as inactive or inconclusive. An excerpt; count on the stated rates, not on these rows.

Under each structure – PI5P4K alpha inh	EPAC2 antagonist	CCT chaperon mod	PLK1 PBD block	EPAC1 agonist	WRN inhibitor	MmCpn inh	EPAC1 antag
C=C(C)C1CC=C(C)/C(=N/NC(=O)COc2ccccc2C)C1 (stereo not given)
    3.6	-14.7%	-1.6	?	-3.7%	-2.6%	0.7%	3.7%
CCOc1ccc(S(=O)(=O)N2CCN=C2Cc2ccccc2)cc1C
    0.1	-8.9%	-22.1	?	6.3%	-5.3%	-2.6%	-1.1%
CC12CCC(=O)N1C(C(=O)Nc1nc3ccc(F)cc3s1)CS2 (stereo not given)
    -7.5	-10.9%	-1.7	-3.6%	-6.3%	9.2%	-0.7%	21.9%
CC(C)c1ccc(O)c(NC(=S)NC(=O)CCc2ccccc2)c1
    0.0	-1.3%	0.3	-3.1%	3.6%	-7.9%	-2.8%	2.9%
Fc1ccc(CSc2ncnc3nc[nH]c23)cc1
    -3.0	-10.1%	-2.5	0.3%	-12.2%	-0.9%	-6.4%	0.6%
NS(=O)(=O)c1ccc(NC(=S)Nc2ccc(OCc3ccccc3)cc2)cc1
    -9.3	17.4%	-1.0	-16.1%	4.1%	-2.2%	-1.3%	12.2%
Cc1oc2c(CN3CCC(C)CC3)c(O)ccc2c(=O)c1-c1ccccc1
    2.0	2.6%	0.6	-9.8%	-7.3%	3.8%	-8.6%	-3.3%
O=C(Nc1ccc2c(c1)OCCO2)N1CCN(c2ccc(F)cc2)CC1
    /	-4.7%	0.7	2.3%	8.9%	8.2%	0.3%	2.7%
O=[N+]([O-])c1ccc(N2CCN(c3ccc(O)cc3)CC2)cn1
    -16.6	-15.1%	0.1	-13.3%	4.4%	-6.1%	-1.6%	-29.4%
O=C1CN(C(=O)CSc2nnc3ccccn23)c2ccccc2N1
    6.5	10.8%	-0.6	-1.4%	5.1%	3.2%	3.6%	8.4%
COc1ccc(C2N(c3ccccc3)C(=S)N3CCCN23)cc1 (stereo not given)
    0.5	-1.2%	3.1	9.2%	-3.0%	-25.9%	1.9%	7.2%
CN(Cc1ccc(Cl)c(Cl)c1)C(=O)c1[nH]c(C(F)(F)F)nc1-c1ccccc1
    3.8	-21.8%	0.4	-16.9%	-11.5%	-16.8%	/	?
CCC(c1nnnn1Cc1ccco1)N1CCC(C(N)=O)CC1 (stereo not given)
    0.1	7.2%	-10.6	2.7%	1.4%	0.8%	1.3%	-3.2%
CCCN(C(=O)CCOc1ccc(C(C)(C)C)cc1)c1c(N)n(Cc2ccccc2)c(=O)[nH]c1=O
    11.1	-3.4%	0.1	-3.0%	-11.4%	8.1%	-0.5%	-9.6%
CC(C)NC(=O)[C@]1(C)CCC[C@@]2(C)C3CC[C@@]4(C)C[C@]3(CCC21)CC4=O (stereo not given in full)
    4.5	2.3%	-0.5	-5.5%	6.0%	5.0%	4.1%	0.7%
CC/C(C)=N/N1C(=O)c2ccccc2NC1(C)CC (stereo not given)
    8.1	4.1%	-0.8	1.0%	-11.2%	0.0%	-2.0%	20.6%
CCN(C(=O)CSc1nnc(-c2ccccc2Cl)n1N)c1c(N)n(Cc2ccccc2)c(=O)[nH]c1=O
    -4.5	-9.3%	0.5	-4.6%	7.4%	-11.6%	/	-29.7%
C=CC(=O)NCCCc1cc(C(C)(C)C)c(O)c(C(C)(C)C)c1
    -2.4	-11.3%	-1.7	-14.1%	-5.4%	-4.9%	0.3%	-29.0%
CN(C)c1cccc(C(=O)OC(C(=O)Nc2ccc(Cl)cc2C(F)(F)F)c2ccccc2)c1 (stereo not given)
    1.5	7.1%	-2.2	1.9%	-12.1%	-13.2%	-5.7%	-1.8%
CCN(C[C@H]1N[C@@](CC)(C(=O)OC)[C@H]2C(=O)N(C)C(=O)[C@@H]12)C(=O)c1ccc(F)cc1
    -1.4	-0.4%	-0.5	-8.9%	5.1%	1.3%	1.9%	-11.6%

Later entries
Under each structure – PI5P4K alpha inh	EPAC2 antagonist	CCT chaperon mod	PLK1 PBD block	EPAC1 agonist	WRN inhibitor	MmCpn inh	EPAC1 antag
COCC(C)n1c(SCC(=O)NC(=O)Cc2ccccc2)nc2ccccc2c1=O (stereo not given)
    0.0	-5.0%	-1.0	-8.0%	2.8%	-5.7%	2.1%	-15.5%
CC(C)CCNC(=O)C(=O)Nc1ccc2c(c1)N(S(=O)(=O)c1cccs1)CCC2
    -1.4	?	-2.5	-10.4%	0.1%	-2.7%	-2.6%	-14.9%
COc1ccc(-c2cc(C#N)nc(NN)n2)cc1
    -0.8	6.8%	0.7	-2.2%	-13.6%	-22.9%	-0.4%	-22.7%
Cn1cc([C@]2(O)C(=O)Nc3c(F)cccc32)c2ccccc21
    -10.6	?	/	-2.1%	-9.3%	7.1%	/	23.4%
COCCCn1c(SCc2ccc(OC)cc2)nc2cc(OC)c(OC)cc2c1=N
    8.0	-9.0%	0.2	-0.1%	0.0%	-16.2%	-2.1%	-6.2%
Cc1ccc(Sc2c(C#N)c(-c3ccccc3)nn2C)cc1
    /	0.3%	-0.5	0.9%	8.2%	-7.5%	-1.1%	-6.5%
CCOc1ccc(NC(=O)COc2ccc(C(=O)NCCc3ccccc3)cc2)cc1
    -6.5	1.9%	-0.7	-8.7%	3.0%	5.5%	0.6%	-2.8%
Cc1ccc(NC(=O)c2ccc(=O)n(CC(=O)Nc3ccccc3)n2)cc1
    -2.7	-3.6%	-0.6	-13.2%	18.0%	-1.8%	0.8%	-13.0%
CCc1ccc(C(=O)OCC(=O)N2CCCCCC2)cc1
    16.1	-5.4%	-6.1	-7.8%	8.1%	2.1%	-1.4%	7.2%
CCOc1ccc(C2OCCC(C)O2)cc1OC (stereo not given)
    -1.9	-22.8%	0.1	-2.4%	5.1%	-5.4%	/	7.9%
O=c1c(-c2ccc(F)cc2)coc2c3c(ccc12)OCCO3
    /	10.5%	1.6	2.6%	-2.6%	-15.2%[57.1 µM]	3.2%	6.6%
O=C(NNC(=S)NC1CCCCC1)c1ccc(Cl)s1
    -6.5	8.7%	-1.3	-11.2%	-5.9%	4.2%	-0.8%	-3.2%
CN(C)S(=O)(=O)c1ccc(-c2cn3ccccc3n2)cc1
    /	16.2%	-0.1	-19.4%	4.8%	-14.0%	-14.9%	20.4%
O=C(OCc1cn([C@H]2CN(C(=O)C3CCCCC3)[C@@H](c3ccc(Cl)cc3)C[C@@H]2O)nn1)c1ccccc1
    0.2	-6.6%	-3.0	-0.9%	-8.9%	-5.7%	/	-21.2%
NC(=S)N/N=C/c1ncc(C(F)(F)F)cc1Cl
    0.9	1.9%	0.2	-4.1%	18.7%	-14.4%	-1.0%	2.8%
COC(=O)Nc1ccc(S(=O)(=O)NC2CCS(=O)(=O)C2)cc1 (stereo not given)
    1.8	1.6%	-1.1	3.3%	-0.1%	-0.3%	-2.6%	-9.2%
CCOC(=O)c1nnn(CC(=O)Nc2cccc(OC)c2)c1C(=O)OCC
    -2.0	15.7%	-1.0	1.8%	-6.9%	1.0%	0.7%	6.9%
CNC(=O)c1cc2cc(OC)ccc2n1CCN(Cc1ccccc1)Cc1ccccc1
    1.9	-0.2%	2.4	2.7%	-5.1%	-1.0%	-6.0%	-12.5%
Cc1ccn(CCNC(=O)C2CCC(=O)N(CCc3ccc(Cl)cc3)C2)n1 (stereo not given)
    5.2	11.5%	-1.4	1.3%	3.8%	-6.8%	-1.5%	9.3%
COc1ccc(-c2cc(C(=O)OCC(=O)N3CCCC3)c3ccccc3n2)cc1
    5.1	-6.6%	-0.7	-2.6%	10.0%	-2.3%	-2.5%	?

Compound profiles, as listed above. Order of screens: PI5P4K alpha inh, EPAC2 antagonist, CCT chaperon mod, PLK1 PBD block, EPAC1 agonist, WRN inhibitor, MmCpn inh, EPAC1 antag
CCOc1ccc(C2OCCC(C)O2)cc1OC (stereo not given) is listed with -1.9, -22.8%, 0.1, -2.4%, 5.1%, -5.4%, /, 7.9%
CCOC(=O)c1nnn(CC(=O)Nc2cccc(OC)c2)c1C(=O)OCC is listed with -2.0, 15.7%, -1.0, 1.8%, -6.9%, 1.0%, 0.7%, 6.9%

(further entries)
Under each structure – PI5P4K alpha inh	EPAC2 antagonist	CCT chaperon mod	PLK1 PBD block	EPAC1 agonist	WRN inhibitor	MmCpn inh	EPAC1 antag
COc1cccc(N/C(=N/C(=S)Nc2ccc(C)cc2C)Nc2nc(C)cc(C)n2)c1
    0.6	-3.9%	-2.3	-5.6%	2.4%	-2.5%	1.8%	2.9%
CN(C)c1ccc(CN(C(=O)c2cc3ccccc3oc2=O)C2CCS(=O)(=O)C2)cc1 (stereo not given)
    -0.6	-2.8%	0.6	-5.8%	-7.4%	-20.2%	-3.5%	5.0%
COC(=O)c1ccc(C(=O)OC)c(NC(=O)CSc2nnc(-c3ccccc3Cl)o2)c1
    0.2	-2.4%	-6.5	-8.4%	-12.7%	-0.3%	/	-21.3%
O=C(CCc1nc2ccccc2s1)Nc1cccnc1
    ?	4.8%	0.2	-23.7%	5.9%	-5.9%[57.1 µM]	-1.6%	?
CCCCn1c(N)c(N(CC(C)C)C(=O)Cn2c(=O)cnc3ccccc32)c(=O)[nH]c1=O
    2.1	-6.3%	0.8	4.8%	-3.4%	-7.6%	-3.1%	-2.9%
CC[C@@]1(C(=O)OC)N[C@H](CN(C)S(=O)(=O)c2ccc(-c3ccccc3)cc2)[C@@H]2C(=O)N(C)C(=O)[C@@H]21
    3.0	-7.7%	0.2	2.8%	-8.4%	7.4%	0.7%	7.3%
COc1ccc(-c2cc(C)no2)cc1S(=O)(=O)N1CCOc2ccc(Cl)cc21
    8.8	2.4%	-3.5	6.7%	0.7%	-2.1%	-0.5%	2.0%
CCNc1ccc(S(=O)(=O)N(C)C)cc1NCC(=O)Nc1ccc(F)c(Cl)c1
    6.4	-8.2%	-1.3	-4.3%	-5.4%	-12.2%[57.1 µM]	-2.6%	-2.3%
CCCc1c(-c2cccc(F)c2)ncn1CCc1ccccc1OC
    15.3	?	-1.5	0.7%	3.7%	-4.2%	/	-22.2%

Three entries already listed, arranged by formula weight, highest first.
Under each structure – PI5P4K alpha inh	EPAC2 antagonist	CCT chaperon mod	PLK1 PBD block	EPAC1 agonist	WRN inhibitor	MmCpn inh	EPAC1 antag
CCOc1ccc(NC(=O)COc2ccc(C(=O)NCCc3ccccc3)cc2)cc1
    -6.5	1.9%	-0.7	-8.7%	3.0%	5.5%	0.6%	-2.8%
CCOc1ccc(S(=O)(=O)N2CCN=C2Cc2ccccc2)cc1C
    0.1	-8.9%	-22.1	?	6.3%	-5.3%	-2.6%	-1.1%
CC/C(C)=N/N1C(=O)c2ccccc2NC1(C)CC (stereo not given)
    8.1	4.1%	-0.8	1.0%	-11.2%	0.0%	-2.0%	20.6%
